# Screening results (PubChem BioAssay)
# aSyn UTR inh – MLPCN primary screen, SNCA 5' untranslated region; alpha-synuclein 5'UTR reporter, inhibitor activity; 300,000 compounds, 0.82% hits; inhibition, % (tested at 7.5 µM); in the data active = inhibition above about 60%; inconclusive = no clear call, values can overlap the other calls;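 also: H4 neuroglioblastoma cells stably carrying SNCA 5'UTR luciferase fusion; 0% = DMSO wells and 100% = positive control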
# SKKanGAS inh – inhibitors of SKKanGAS S. pyogenes growth in kanamycin (SK-promoter or general growth effect) | AID 1662 | BacTiter-Glo, 6 h | 300,000 compounds, 1.3% hits | inhibition, % at 7.5 µM;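 active = mean replicate score, as percent of positive control median, at least 50; inconclusive = mean below 50 but one replicate at or above 50; inactive = mean and every replicate below 50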;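 also: strain carries kanamycin resistance gene driven by streptokinase promoter and grows in 40 µg/ml kanamycin; loss of luminescence reflects streptokinase promoter inhibition or plain growth inhibition; 0% = median of DMSO wells and 100% = positive control at its reference dose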
# AI-2 QS modul – modulators of Vibrio harveyi AI-2 quorum sensing system | Vibrio harveyi JMH597 AI-2 luminescence/OD600 ratio, 9 h; active compounds read low; strain lacks LuxN and CqsS sensors; 0 = neutral-control median | activity change, % at 7.5 µM | 300,000 compounds, 0.4% hits; in the data active = activity change below about -75%, passing the limit was not always enough; inconclusive = no clear call, values can overlap the other calls;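 also: luminescence divided by OD600 gain over 9 h not by final OD600 alone; inactives centre near 13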
# HSP90 refold inh – inhibitors of HSP90 luciferase refolding in rabbit reticulocyte lysate. luciferase refolding luminescence, 3 h. inhibition, % at 5.6 µM. 290,000 compounds, 0.91% hits. AID 1789;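 active = inhibition above the screen-wide mean plus 3 SD, computed separately per campaign, cut at about 16% in these data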;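 also: 0% = DMSO wells and 100% = 60 µM geldanamycin wells; inhibitors lower the luminescence because luciferase stays unfolded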
# HIF act – HIF pathway transcriptional activation; U2OS HRE-luciferase reporter, luminescence; normalized: DMSO 0%, desferrioxamine 100%; AID 1910; 300,000 compounds, 0.32% hits; activation, % at 7.5 µM (by protocol);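 active = mean activation of at least 10% of the iron chelator positive control signal, with at least half of replicates also reaching 10%; inconclusive = mean and replicate majority disagree about reaching 10%; inactive = mean and most replicates under 10%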
# HSF1 inh – HSF1 inhibition; NIH3T3-HGL HSE-luciferase, MG132-induced, luminescence 8 h; active compounds read low; activity change, negative = inhibition, % at 7.5 µM (by protocol); 300,000 compounds, 0.77% hits; AID 2098;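 active = more than half of replicate wells show activity change below -50%, luminescence cut by over half; inconclusive = some wells, but at most half, below -50%; inactive = no replicate well below -50%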;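 also: luciferase reports HSF-1 transcriptional activity via heat shock element; 0% = median of DMSO wells and -100% = zero luminescence signal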
# IEC-6 tox – kills IEC-6 intestinal cells in KLF5 counter-screen. IEC-6 cytotoxicity, luminescence viability. inhibition, % at 5 µM. 290,000 compounds, 0.78% hits. AID 1825; in the data active = inhibition above about 22%;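 also: 0% = plate median of test compound wells and 100% = cytotoxic reference compound wells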
# KLF5 inh – suppresses KLF5 promoter-driven expression. DLD-1 KLF5 promoter-luciferase reporter, luminescence. inhibition, % at 5 µM. 290,000 compounds, 0.23% hits;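 active = inhibition above a per-plate limit of that plate's mean compound inhibition plus 3 SD, cut at about 60% in these data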;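 also: 0% = DMSO wells and 100% = LY294002 at 200 µM; higher means less KLF5 promoter-driven luciferase light; inactives centre near -14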
# HSF-1 act – increases HSF-1 driven luciferase reporter signal. 300,000 compounds, 1.7% hits. activation, % at 9 µM. NIH3T3-HGL HSF-1 luciferase reporter, MG132, 8 h; 100% = twice DMSO control signal;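 active = mean replicate activation of at least 50% with a set share of replicates each reaching 50%; inconclusive = only one of those two conditions met; inactive = mean below 50% and too few replicates reaching it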;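 also: 0% = median of the neutral control wells and 100% = twice that signal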
# Platelet DG rel – modulates dense granule release in human platelets. human platelet-rich plasma, SFLLRN dense granule ATP release, luminescence. inhibition, %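 (compounds screened at 7.5 µM in platelet-rich plasma)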. 300,000 compounds, 0.22% hits. AID 1663;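 active = mean replicate score, as percent of positive control, at or above 50; inconclusive = mean below 50 but at least one replicate at or above 50; inactive = mean and every replicate below 50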
# Starred values were filed as active, the others as inactive; ? = inconclusive; nt = no result given. Not a hit list. About 6% of those tested had a hit in this group.
SMILES,aSyn UTR inh,SKKanGAS inh,AI-2 QS modul,HSP90 refold inh,HIF act,HSF1 inh,IEC-6 tox,KLF5 inh,HSF-1 act,Platelet DG rel
Cc1cccc(C(C)C)c1NC(=O)c1cc2ccccc2o1,19,7,29,-4,-4.1,-3,2,-26,0,7
Cc1ccc2c(CSc3nncn3C)cc(=O)oc2c1C,11,-13,7,1,0.0,10,2,-14,14,-2
CC(C)(C)n1ncc2c(=O)n(Cc3cccc(Cl)c3)cnc21,-24,3,24,-5,0.5,18,6,-8,30,0
COc1ccccc1OCC(=O)Nc1cccc(-c2nnc(-c3ccco3)o2)c1,-87,-3,6,2,1.7,-8,0,-75,-7,-13
CCOC(=O)C1=C(c2ccccc2)OC(N)=C(C#N)C1c1cccnc1 (configuration not stated),15,-1,16,1,-0.4,-5,6,-13,-10,2
Cc1ccc(-c2cc3c(N=O)c4ccccc4c-3n[nH]2)cc1,92*,32,7,58*,-3.1,?,11,-17,-60,?
COc1cc2c(c(OC)c1OC)-c1c(cc3c(c1O)OCO3)C[C@@H](C)[C@@H](C)C2,12,32,1,nt,-0.7,1,nt,nt,9,-6
Cn1c(Sc2ccc(Cl)cc2)c(C=O)c2ccccc21,15,30,?,-2,0.7,-38,-2,2,-39,12
Cc1nc(N2CCC(C)CC2)c2c(C)c(C(=O)Nc3cccc(C(F)(F)F)c3)sc2n1,20,21,15,1,-0.1,20,0,-29,59*,1
CCc1ccc(C(=O)NNC(=O)C2CC(=O)N(Cc3ccccc3)C2)cc1 (configuration not stated),-2,-5,-12,nt,0.3,-2,nt,nt,14,1
O=C(COC(=O)Cc1c(F)cccc1Cl)NC1CCS(=O)(=O)C1 (configuration not stated),-9,-7,22,nt,-0.2,-3,nt,nt,-26,-15
COc1ccc([N+](=O)[O-])cc1NC(=O)C(C)c1ccccc1 (configuration not stated),27,2,5,3,-0.2,2,6,-22,-14,7
Cc1cc(C)cc(OCC(=O)N2Cc3ccccc3CC2C(=O)O)c1 (configuration not stated),-13,-2,18,-1,-0.9,-11,-4,8,-12,-2
Cc1ccnc(Nc2nc(-c3ccc(F)cc3)cs2)c1,-162,1,nt,13,3.4,44,14,-164,80*,8
CC/C(C)=C1\SC(N2CCOCC2)=NC1=O,9,3,19,5,0.2,4,3,-35,6,4
O=C(O)C1Cc2ccccc2CN1S(=O)(=O)c1ccc(Cl)cc1 (configuration not stated),1,-4,-3,1,-0.2,2,9,7,-11,7
CCn1c(-c2ccccc2Cl)nn(CC(=O)Nc2ccccc2OC)c1=S,-5,0,-11,0,-0.1,-4,-2,-7,-15,12
Cc1cc(C(=O)CSc2nn3c(=O)c(C(C)(C)C)nnc3s2)c(C)n1C1CC1,-2,7,23,0,0.0,1,0,-8,11,-4
N#Cc1ccc(C23CC4(C2)[C@H](CN(Cc2ccc(C(F)(F)F)cc2)[C@@H]4c2ccccc2)C3c2ccc(C(F)(F)F)cc2)cc1 (some centres not stated),14,4,14,nt,-0.1,-8,nt,nt,-9,3
COc1ccc(NC(=O)C2(c3ccc(NC(=O)c4ccc(C)cc4)cc3)CCCC2)cc1,15,-1,17,0,0.2,2,-1,-9,-7,11
CC1Sc2ccc(S(=O)(=O)N(C)Cc3ccccc3)cc2NC1=O (configuration not stated),-13,-4,16,2,-0.1,0,-5,13,5,-12
O=C(NCC(c1cccs1)N1CCOCC1)c1cccc([N+](=O)[O-])c1 (configuration not stated),-2,0,19,67*,-0.7,4,-5,8,8,-6
CC(Cc1cccs1)NC(=S)Nc1ccc(Cl)cc1 (configuration not stated),-51,-3,0,-2,0.6,2,-2,-21,10,-1
O=C(NNC(=O)c1cc2cc3ccccc3nc2s1)c1cccc(Cl)c1,-11,13,11,-2,-0.1,-1,-6,-40,17,-12
COc1ccccc1-n1cnnc1SCC(=O)N1CCN(S(=O)(=O)c2ccccc2)CC1,6,-4,22,0,0.3,-2,-3,0,-6,-1
N#CCOc1nc(N2CCCC2)nc(N2CCCC2)n1,27,-8,18,1,0.3,-2,1,-7,13,0
CCc1cccc(CC)c1N1C(=O)c2cc(N3CCOCC3)c([N+](=O)[O-])cc2C1=O,-5,30,25,2,-0.4,6,5,18,6,11
N#Cc1c(-c2ccccc2)c(-c2ccccc2)nn(CC(=O)NNC(=O)Nc2ccccc2)c1=O,-92,6,39,-2,2.7,-8,16,24,5,-2
CCOc1ccccc1NC(=S)Nc1ccc2cn[nH]c2c1,-2,-1,10,6,1.5,-8,-4,-77,-13,5
C/C(Cn1cnc([N+](=O)[O-])n1)=N\NC(=O)c1cccc(F)c1,-61,-5,22,-3,3.3,1,-2,-72,-19,3
COc1ccc(/C=N/N2CCOCC2)cc1Cn1nc(C)c([N+](=O)[O-])c1C,31,2,11,1,-0.2,-1,1,-5,-1,7
CC(C)(C)c1ccc(C(=O)OCCN2CCCCC2)cc1,-4,-1,11,-3,-0.3,10,1,-41,13,2
O=C(OCc1ccc(Br)cc1)c1cccnc1,4,0,nt,41*,0.3,-5,2,58,-7,3
Cc1ccc(C(=O)NNS(=O)(=O)c2ccc(F)cc2)cc1,-11,-4,44,1,-6.3,-2,2,-47,14,-16
O=C(CSc1nccc(=O)[nH]1)NN(c1ccccc1)c1ccccc1,12,5,6,0,0.3,-2,7,5,16,-5
CCC(C)C(NC(=O)OC(C)(C)C)C(=O)NC(Cc1ccccc1)C(=O)OC (configuration not stated),22,-15,10,3,-0.4,-14,8,1,6,-9
O=C(CSc1nc2ccccc2c(=O)n1-c1ccc(OC(F)F)cc1)NCc1cccs1,24,5,26,-3,-0.8,-1,11,3,8,-9
CCOc1ccccc1CN1C(=O)NC(C)(c2ccccc2)C1=O (configuration not stated),7,-2,16,2,-0.8,6,6,-14,-2,-1
CCCN1Cc2cccc(C(=O)N3CCN(c4ccc(F)cc4)CC3)c2C1=O,5,2,3,3,-0.3,-4,-5,-28,4,-2
C=CCOc1ccccc1CN1CCCCCC1,5,0,21,-4,-0.2,7,-3,-30,-11,-2
CC(=O)C[C@H]1c2cc(C(F)(F)F)ccc2S(=O)(=O)N1C1CCCC1,9,-1,8,nt,-1.4,1,nt,nt,23,3
CC(=O)OCC(=O)[C@H]1CC[C@H]2[C@@H]3CCC4=CC(=O)CC[C@]4(C)[C@H]3CC[C@]12C,-32,-8,18,4,-0.2,-19,10,15,-29,6
O=C(CSc1nc2ccccc2c(=O)n1CC1CCCO1)NCc1ccccc1 (configuration not stated),4,2,0,-1,-1.9,-8,-2,0,-4,12
Cc1ccc(CNC(=O)CC(C)S(=O)(=O)c2ccc3c(c2)NC(=O)CO3)cc1 (configuration not stated),-1,-2,6,-1,0.3,-6,-6,-2,-4,-46
C=CCNC(=O)C1CCC(=O)N1S(=O)(=O)c1ccc(C)cc1 (configuration not stated),11,0,20,-2,-0.3,-8,-2,-9,3,3
Cc1c(O[C@@H]2O[C@H](CO)[C@@H](O)[C@H](O)[C@H]2O)ccc2c1oc(=O)c1ccccc12,-25,0,19,0,1.1,-25,-1,-43,-40,2
NC1=NC(=O)CC(C(=O)NCc2ccccc2)S1 (configuration not stated),8,1,17,2,-0.1,1,6,-16,-8,0
COc1ccc(C(=O)CCC(=O)Nc2cccnc2)c(OC)c1,-17,4,29,0,0.0,1,10,-16,12,5
CC1CN(C(=O)Nc2ccc(F)cc2F)CC(C)O1 (configuration not stated),19,-2,14,-1,-0.4,-2,-4,-19,4,-7
O=C(NCc1ccco1)c1cc2c(s1)CCCCC2,-218,-3,15,4,2.0,30,1,-47,29,0

# Next entries follow.
SMILES,aSyn UTR inh,SKKanGAS inh,AI-2 QS modul,HSP90 refold inh,HIF act,HSF1 inh,IEC-6 tox,KLF5 inh,HSF-1 act,Platelet DG rel
Clc1ccc2nc(-c3ccncc3)cc(-c3ccccc3)c2c1,20,-1,5,3,-0.1,0,0,12,-12,-1
Brc1ccc(CSc2nnc(-c3ccccn3)n2Cc2ccco2)cc1,9,5,5,2,-0.3,105,28*,5,145*,0
Nc1c(C(=O)Nc2ccc3c(c2)OCCO3)nnn1Cc1ccccc1Cl,-205,17,12,nt,3.3,22,nt,nt,47,13
CC(C)(C)CN1CCNC(=O)C1CC(=O)NCCc1ccccc1F (configuration not stated),5,-4,13,-2,0.2,6,8,-5,-5,3
CCN=C(NCC)SC1CC(=O)N(c2cccc(OC)c2)C1=O (configuration not stated),19,-7,9,3,nt,-7,-3,-24,6,0
CCN(CC)CC(=O)Nc1ccc2c(c1)N(C(=O)CN(CC)CC)c1ccccc1CC2,-18,1,-1,3,0.0,-12,3,-36,-31,-6
CCn1cc(C(=O)N2CCCc3ccccc32)c2cc(OC)c(OC)cc2c1=O,20,1,16,3,0.5,4,-2,-25,33,3
Cc1ccc(C)n1-c1nn(S(=O)(=O)c2cccc(C(F)(F)F)c2)c2cccc(F)c12,-6,39,3,2,0.0,4,-8,-15,-9,17
COc1ccc(N2CCN(C(=O)c3ccc4c(c3)OCO4)CC2)cc1,5,2,19,1,0.2,-4,-7,7,2,-1
Cc1cc(C(F)(F)F)cc(NNC(=O)NC(=O)c2ccc(Cl)cc2)n1,-11,-1,4,-4,0.2,-1,0,-14,12,-10
CN(C(=O)c1cccc(Br)c1)C1CCS(=O)(=O)C1 (configuration not stated),1,0,9,nt,0.6,-1,nt,nt,1,1
COc1ccc(C(=O)N(Cc2ccc(N(C)C)cc2)C2CCS(=O)(=O)C2)cc1 (configuration not stated),12,3,nt,-3,0.4,-14,-8,-12,-35,0
O=C(N/N=C/c1ccco1)c1cc(-c2ccc(Cl)s2)[nH]n1,-7,-10,32,3,-3.7,-3,1,-10,-6,-4
CC1(C)C=Cc2c(c3ccccc3[nH]c2=O)O1,20,6,39,-1,-0.2,4,-2,-15,16,-10
COCc1cc(CN2CCCC2)c(O)c2ncccc12,?,0,18,-1,-0.1,1,-2,2,0,-8
COCCCNC(=S)N1CCN(C)CC1,13,-10,17,6,-0.3,-1,-2,10,2,-21
COCCCNC(=O)c1ccc(N(C)S(C)(=O)=O)cc1,1,7,14,-2,0.2,3,-4,-20,-16,-1
S=c1[nH]nc(-c2ccco2)n1/N=C/c1ccccn1,-14,-7,23,-4,-0.5,2,1,1,2,7
O=P(COCCO)(c1ccccc1)c1ccccc1,-24,2,6,-1,-0.5,-7,-7,-3,0,5
CC1(C)CC(=O)c2cc(OCC(=O)NCc3cccnc3)ccc2O1,3,0,15,1,0.2,4,6,-16,-4,-10
Cc1cccc(NC(=S)N/N=C(\c2ccccc2)C(C)C)c1,-37,69*,33,-3,0.1,10,-7,-2,12,-2
C=CCn1c(O)c(CN2CCOCC2)c(C)c(C#N)c1=O,5,1,27,5,-0.2,1,-5,-34,9,-1
